Source: PubChem BioAssay (several laboratories)
G6PDH CS: L. mesenteroides G6PDH inhibitors, counter-screen for G6PDH-coupled screening assays, biochemical, Leuconostoc mesenteroides enzyme. glucose-6-phosphate dehydrogenase [Leuconostoc mesenteroides]. Purified L. mesenteroides G6PDH, diaphorase/resazurin coupled fluorescence, 45 min. inhibition, % at 5 µM. 0.12% of 200,000 active; in the data active = inhibition above about 50%
PMI act satM6P: human PMI activators, high substrate, primary screen, biochemical, fluorescence intensity, near-saturating mannose 6-phosphate | Mannose-6-phosphate isomerase (Homo sapiens), P34949 | activation factor at 20 µM | 0.34% of 190,000 active | AID 1216, 2008 | coupled PMI enzyme assay, resazurin fluorescence, 20 min; hits give high values; 1 = untreated enzyme, 0 = substrate-free blank;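 active = activation factor of 2 or more at 20 µM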
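Test system: human phosphomannose isomerase with PGI, G6PDH, diaphorase coupling enzymes; amount: 15 ng/mL PMI; incubation: enzyme reaction with compound 20 min at room temperature; technique: resorufin fluorescence (Ex 544/Em 590 nm) from resazurin via diaphorase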
PPARg SRC3 recr: PPARgamma agonists recruiting SRC-3 coactivator, primary screen, biochemical; 0.26% of 200,000 active; activation, % at 8 µM; biochemical PPARgamma/SRC-3 coactivator recruitment assay; Peroxisome proliferator-activated receptor gamma (Homo sapiens), P37231; AID 731, 2007; in the data active = activation above about 23%;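 note: 0% = DMSO and 100% = reference agonist; some compounds past the cut are filed as inactive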
Diaphorase act: compounds boosting diaphorase resazurin reduction – biochemical, uHTS, resorufin fluorescence, counter-screen for diaphorase-coupled primary assays, primary screen | 0.005% of 190,000 active | AID 1229, 2008 | Diaphorase/resazurin coupled assay, 16 min; hits give high values; 1 = vehicle wells, 0 = NADH-free wells | activation factor at 20 µM;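 active = diaphorase activity raised at least twofold by the compound at 20 µM; inactive = activation factor below 2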
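Assay system: Purified diaphorase enzyme from Clostridium kluyveri | Amount: Enzyme 0.07 U/mL final | Dosing: Compound 20 µM once, DMSO 1% | Timing: 16 min reaction at room temperature | Detection: Fluorescence, excitation 544 nm and emission 590 nm | Evaluation: Higher resorufin formation from activation or reduction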
PPARg SRC-1 ag: PPARgamma agonists recruiting SRC-1 coactivator, primary screen, biochemical; activation, % at 8 µM; PPARgamma-SRC-1 coactivator recruitment biochemical assay; Peroxisome proliferator-activated receptor gamma (Homo sapiens), P37231; 0.41% of 200,000 active; in the data active = activation above about 19%;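 note: 0% = DMSO and 100% = reference agonist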
Diaphorase inh: diaphorase inhibitors and chemical oxidizers, primary screen, counter-screen for diaphorase-coupled primary assays, biochemical, uHTS, resorufin fluorescence; inhibition, % at 20 µM; diaphorase resazurin-to-resorufin fluorescence, NADH, 16 min; bacterial (C. kluyveri) enzyme, not human; 0.69% of 190,000 active; AID 1217, 2008;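 active = primary screen inhibition at 20 µM above a set limit, cut at about 50% in these data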;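 note: plate controls were DMSO with full reaction for no effect and wells lacking NADH for full effect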
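Benchmarks: positive control wells lacking NADH, neutral wells with DMSO only. System: bacterial diaphorase enzyme (C. kluyveri). Input: 0.14 U/mL diaphorase, enzyme working solution. Detection: resorufin fluorescence, excitation 544 nm, emission 590 nm. Times: 16-min room-temperature incubation before reading.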
SRC2 TRFRET art: TR-FRET signal artefacts, primary screen, artefact control for PPARgamma SRC-2 agonist project, biochemical | TR-FRET artefact counter-screen; hits give high values | TR-FRET ratio at 8 µM | 0.4% of 200,000 active | AID 1049, 2008; in the data active = TR-FRET ratio above about 2000; note: inactives centre near 1500
PMI act: activators of human PMI, primary screen, biochemical, fluorescence intensity, near-Km mannose 6-phosphate; Mannose-6-phosphate isomerase (Homo sapiens), P34949; purified human PMI, coupled resazurin fluorescence, 20 min; hits give high values; 1 = vehicle control, 0 substrate-free wells; activation factor at 20 µM; 0.005% of 190,000 active;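 active = activation factor of 2 or more at 20 µM, relative to plate controls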
ROMK mod: ROMK potassium channel modulators, primary screen, cell-based, thallium flux, MLSMR library; ATP-sensitive inward rectifier potassium channel 1 (Homo sapiens), P48048; Tet-inducible ROMK, thallium flux fluorescence; actives lie on both sides; B-score at 10 µM; 2% of 130,000 active;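 active = signal ratio slope over the read window, or its plate-corrected B-score, at least 3 SD from the plate mean, either direction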;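 note: B-score of the F/F0 ratio slope over 7 to 12 s after thallium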
Target sequence (P48048 whole entry, looked up): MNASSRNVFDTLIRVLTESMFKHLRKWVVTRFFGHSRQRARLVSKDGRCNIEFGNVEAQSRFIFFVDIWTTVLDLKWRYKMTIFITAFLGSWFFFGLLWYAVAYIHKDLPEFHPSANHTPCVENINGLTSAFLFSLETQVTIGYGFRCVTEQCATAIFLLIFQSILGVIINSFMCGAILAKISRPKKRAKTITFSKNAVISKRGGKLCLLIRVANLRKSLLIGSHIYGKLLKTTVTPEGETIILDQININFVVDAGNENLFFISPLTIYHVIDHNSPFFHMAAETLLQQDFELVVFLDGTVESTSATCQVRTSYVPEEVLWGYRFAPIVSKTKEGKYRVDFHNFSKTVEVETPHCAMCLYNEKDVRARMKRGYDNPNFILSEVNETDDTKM
S1P3 antagonist: S1P3 receptor antagonists, primary screen, cell-based | Sphingosine 1-phosphate receptor 3 (Homo sapiens), Q99500 | CHO S1P3 NFAT-BLA reporter, FRET fluorescence, antagonist mode | inhibition, % at 4.98 µM | 0.27% of 170,000 active;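 active = inhibition above the plate cutoff, the mean inhibition of test wells on that plate plus 3 SD, cut at about 28% in these data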;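 note: cells challenged with S1P at its EC80 of 0.8 µM; blue over green emission ratio from cleaved BLA substrate after 4 h stimulation; 0% = S1P-stimulated wells and 100% = unstimulated DMSO-only wells; some compounds past the cut are filed as inactive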
PPARg SRC-2 ag: agonists of PPARg-SRC-2 recruitment, primary screen, biochemical, HTS. 0.34% of 200,000 active. Peroxisome proliferator-activated receptor gamma (Homo sapiens), P37231. PPARgamma LBD-SRC-2 recruitment. activation, % at 8 µM; in the data active = activation above about 22%;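 note: 0% = vehicle and 100% = reference agonist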
Starred values were filed as active, the others as inactive; . = not tested or not shown.

Order of values: G6PDH CS, PMI act satM6P, PPARg SRC3 recr, Diaphorase act, PPARg SRC-1 ag, Diaphorase inh, SRC2 TRFRET art, PMI act, ROMK mod, S1P3 antagonist, PPARg SRC-2 ag
1	Cn1c(-c2c(N)n(-c3ccccc3)c3nc4ccccc4nc23)nc2ccccc21
  0, 1, 3, 0.9, -3, 8, 1536, 0.9, ., 68*, 8
2	OCCNc1nc(C2CC2)nc2c1nnn2Cc1ccccc1Cl
  0, 0.9, 2, 0.8, 9, 21, 1684, 1, ., -37, 5
3	Cc1cc(C(F)F)n2nc(C(=O)Nc3ccc(F)cc3F)nc2n1
  6, 1.1, -5, 1, -4, -4, 1530, 1, -0.59, -14, -5
4	COc1cc(OC)c(C(=O)NC2CCCCCC2)cc1OC
  4, 0.9, 9, 0.8, 3, 20, 1425, 0.9, -0.94, 11, 14
5	CC(C)Nc1ncnc2c1nnn2Cc1ccccc1
  6, 1.1, 2, 1.1, -1, -9, 1544, 1, ., ., -5
6	Cc1c(NC(=O)CSc2ncnc3ccccc23)c(=O)n(-c2ccccc2)n1C
  -2, 0.9, 0, 0.8, -1, 20, 1501, 0.9, 0.82, -10, 2
7	COc1ccc(C(=O)C2CCCN(Cc3cccc4c3OCO4)C2)cc1OC (stereo not given)
  4, 1, -1, 0.9, 13, 15, 1479, 1, -0.12, 17, 1
8	COc1ccc(S(=O)(=O)N2CCC(C(=O)NCCc3ccc4c(c3)OCO4)CC2)cc1
  5, 1.1, 5, 0.9, 5, 10, 1398, 1.1, -1.1, 15, -6
9	N#Cc1cccc(-n2nnnc2-c2ccccn2)c1
  3, 0.9, 2, 0.9, -5, 12, 1366, 0.9, 0.5, -64, -1
10	CCOC(=O)CNC(=O)Cn1cnc2c(nnn2-c2ccc(C)cc2)c1=O
  -1, 1.1, -2, 1, -2, 3, 1509, 1.1, 0.029, -9, 0

Looked up by structure from the list above:
Order of values: G6PDH CS, PMI act satM6P, PPARg SRC3 recr, Diaphorase act, PPARg SRC-1 ag, Diaphorase inh, SRC2 TRFRET art, PMI act, ROMK mod, S1P3 antagonist, PPARg SRC-2 ag
1	Cn1c(-c2c(N)n(-c3ccccc3)c3nc4ccccc4nc23)nc2ccccc21
  0, 1, 3, 0.9, -3, 8, 1536, 0.9, ., 68*, 8
7	COc1ccc(C(=O)C2CCCN(Cc3cccc4c3OCO4)C2)cc1OC (stereo not given)
  4, 1, -1, 0.9, 13, 15, 1479, 1, -0.12, 17, 1

Ordered by heavy-atom count (high to low): 7 of the compounds above.
Order of values: G6PDH CS, PMI act satM6P, PPARg SRC3 recr, Diaphorase act, PPARg SRC-1 ag, Diaphorase inh, SRC2 TRFRET art, PMI act, ROMK mod, S1P3 antagonist, PPARg SRC-2 ag
8	COc1ccc(S(=O)(=O)N2CCC(C(=O)NCCc3ccc4c(c3)OCO4)CC2)cc1
  5, 1.1, 5, 0.9, 5, 10, 1398, 1.1, -1.1, 15, -6
1	Cn1c(-c2c(N)n(-c3ccccc3)c3nc4ccccc4nc23)nc2ccccc21
  0, 1, 3, 0.9, -3, 8, 1536, 0.9, ., 68*, 8
7	COc1ccc(C(=O)C2CCCN(Cc3cccc4c3OCO4)C2)cc1OC (stereo not given)
  4, 1, -1, 0.9, 13, 15, 1479, 1, -0.12, 17, 1
10	CCOC(=O)CNC(=O)Cn1cnc2c(nnn2-c2ccc(C)cc2)c1=O
  -1, 1.1, -2, 1, -2, 3, 1509, 1.1, 0.029, -9, 0
2	OCCNc1nc(C2CC2)nc2c1nnn2Cc1ccccc1Cl
  0, 0.9, 2, 0.8, 9, 21, 1684, 1, ., -37, 5
5	CC(C)Nc1ncnc2c1nnn2Cc1ccccc1
  6, 1.1, 2, 1.1, -1, -9, 1544, 1, ., ., -5
9	N#Cc1cccc(-n2nnnc2-c2ccccn2)c1
  3, 0.9, 2, 0.9, -5, 12, 1366, 0.9, 0.5, -64, -1
